Assay outcomes as filed in PubChem BioAssay.
mIAP inh: inhibitors of mouse IAP, primary screen, biochemical, luminescence, uHTS | intestinal alkaline phosphatase [Mus musculus] | purified mouse IAP, CDP-Star luminescence, 30 min | inhibition, % at 10 µM | 330,000 tested, 0.2% active;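 active = inhibition of at least 40% at 10 µM in the primary screen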;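 note: plate controls were DMSO with enzyme for no effect and no enzyme wells for full effect; values of inactives mirror those of a sister screen read the other way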
hIAP block: human IAP inhibitors, primary screen, biochemical, luminescence, uHTS. Intestinal-type alkaline phosphatase (Homo sapiens), P09923. purified IAP, CDP-Star luminescence, 30 min. inhibition, % at 10 µM. 330,000 tested, 0.12% active;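 active = inhibition reaching a set limit with compound at 10 µM in the primary screen, cut at about 35% in these data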;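 note: plate controls were DMSO wells with enzyme for no effect and no-enzyme buffer wells for full effect; values of inactives mirror those of a sister screen read the other way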
Target sequence (P09923 whole entry, looked up): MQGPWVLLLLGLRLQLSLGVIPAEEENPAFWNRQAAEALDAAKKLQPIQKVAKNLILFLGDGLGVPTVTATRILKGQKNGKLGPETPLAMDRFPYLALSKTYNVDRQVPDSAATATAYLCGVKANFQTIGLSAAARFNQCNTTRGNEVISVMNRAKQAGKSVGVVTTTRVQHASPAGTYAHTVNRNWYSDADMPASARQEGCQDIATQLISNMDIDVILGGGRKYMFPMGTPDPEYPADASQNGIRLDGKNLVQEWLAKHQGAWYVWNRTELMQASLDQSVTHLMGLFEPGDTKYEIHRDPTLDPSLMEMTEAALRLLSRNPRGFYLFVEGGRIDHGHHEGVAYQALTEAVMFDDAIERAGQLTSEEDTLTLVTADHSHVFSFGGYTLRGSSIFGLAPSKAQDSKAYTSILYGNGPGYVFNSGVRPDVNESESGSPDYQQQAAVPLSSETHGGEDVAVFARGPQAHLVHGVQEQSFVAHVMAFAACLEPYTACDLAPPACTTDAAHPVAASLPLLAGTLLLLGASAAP
hIAP act: human IAP activators, primary screen, biochemical, luminescence, uHTS | Intestinal-type alkaline phosphatase (Homo sapiens), P09923 | purified human IAP, CDP-Star luminescence, 30 min; active compounds read high; 1 = vehicle-only enzyme, 0 = enzyme-free background | activation factor at 10 µM | 330,000 tested, 0.16% active | AID 2524, 2010;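 active = activation factor of the enzyme at least 2-fold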; note: the source names both 10 and 20 µM as test concentration; values of inactives mirror those of a sister screen read the other way
ATG4B inhibitor: ATG4B protease inhibitors, primary screen, biochemical, fluorescence, uHTS | 340,000 tested, 0.51% active | Cysteine protease ATG4B (Homo sapiens), Q9Y4P1 | ATG4B cleavage of LC3-PLA2, NBD-HPC fluorescence, 1 h | inhibition, % at 8.33 µM; in the data active = inhibition above about 40%
Target sequence (Q9Y4P1 whole entry, looked up): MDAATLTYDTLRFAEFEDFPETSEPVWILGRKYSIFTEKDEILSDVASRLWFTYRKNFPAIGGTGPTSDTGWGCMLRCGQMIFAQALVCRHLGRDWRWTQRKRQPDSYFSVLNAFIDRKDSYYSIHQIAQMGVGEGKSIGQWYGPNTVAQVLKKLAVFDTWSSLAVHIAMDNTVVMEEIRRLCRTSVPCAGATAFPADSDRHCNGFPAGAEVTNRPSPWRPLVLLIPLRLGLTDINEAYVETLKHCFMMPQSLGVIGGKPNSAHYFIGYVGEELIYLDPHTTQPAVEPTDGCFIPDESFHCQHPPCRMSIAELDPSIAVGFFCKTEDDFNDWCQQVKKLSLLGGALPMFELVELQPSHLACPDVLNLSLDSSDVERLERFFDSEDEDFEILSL
mIAP act: activators of mouse IAP, primary screen, biochemical, luminescence, uHTS; 330,000 tested, 0.24% active; activation factor at 10 µM; AID 2805, 2010; muIAP, CDP-Star luminescence, 30 min; active compounds read high; 1 = vehicle-only enzyme signal, 0 = enzyme-free wells;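 active = activation factor of at least 2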; note: the source names both 10 and 20 µM as test concentration; values of inactives mirror those of a sister screen read the other way
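Assay system: mouse IAP enzyme / Compound: DMSO-dissolved test compounds / Timing: 30 min, room temperature / Measured by: luminescence from enzymatic CDP-Star hydrolysis / Control set: DMSO-only wells, enzyme-free buffer wells as negative control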
PfGluPho inh: PfG6PD enzyme inhibitors, primary screen, biochemical, fluorescence intensity, uHTS. glucose-6-phosphate dehydrogenase-6-phosphogluconolactonase (Plasmodium falciparum 3D7). PfGluPho enzyme, NADPH resazurin-diaphorase fluorescence. inhibition, % at 20 µM. 350,000 tested, 0.78% active;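 active = inhibition reaching at least a set limit at 20 µM in the primary screen, cut at about 59% in these data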;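 note: 0% = DMSO wells with substrate and 100% = DMSO wells lacking glucose-6-phosphate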
HKDC1 inhibitor: HKDC1 hexokinase inhibitors, primary screen, biochemical, fluorescence, uHTS; 340,000 tested, 0.16% active; AID 493160, 2011; recombinant HKDC1, G6PDH/diaphorase resazurin coupled fluorescence; Q2TB90; inhibition, % at 20 µM;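 active = inhibition above about 35% when tested at 20 µM, limit read from the data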;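 note: plate controls were DMSO wells with enzyme for no effect and DMSO wells lacking enzyme for full effect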
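Test system: HK5 enzyme. Quantity: 5 µg/mL HK5 final. Reagent: glucose and ATP substrates. Schedule: 90 min reaction incubation at room temperature, dark. Technique: resazurin-to-resorufin fluorescence via G6PDH and diaphorase coupling, 525/613 nm. Control set: DMSO wells with and without enzyme mix.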
A3A deaminase: APOBEC3A ssDNA deaminase inhibitors, primary screen, selectivity assay for APOBEC3G inhibitor project, biochemical, FAM/TAMRA oligo cleavage fluorescence; DNA dC->dU-editing enzyme APOBEC-3A (Homo sapiens), P31941; recombinant A3A, FAM/TAMRA ssDNA deamination fluorescence; inhibition, % at 20 µM; 330,000 tested, 0.41% active;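 active = at least 40% inhibition at 20 µM here, with at most 30% in a related deaminase screen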;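 note: plate controls were A3A with DMSO for no effect and wells lacking A3A enzyme for full effect; some results filed as inactive read as strong as hits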
The depositor's hits bear a star.

Compound	mIAP inh	hIAP block	hIAP act	ATG4B inhibitor	mIAP act	PfGluPho inh	HKDC1 inhibitor	A3A deaminase
Cc1cc(N2CCN(c3ccccc3)CC2)nc(-n2nc(C)cc2C)n1	4	7	0.93	-7	0.96	-2	0	-2
COC(=O)c1c(-c2cccnc2)csc1NC(=O)c1cc(C)on1	1	12	0.89	-4	0.99	62*	1	-3
COc1ccc2oc(C(=O)Nc3ccc(S(=O)(=O)N(C)C4CCN(C)CC4)cc3)c(C)c2c1	6	-7	1.1	-18	0.94	19	-5	-1
O=C(Nc1cc(C(F)(F)F)ccc1Cl)c1ccc(NC(=O)C(F)(F)F)cc1	-4	21	0.79	-6	1	-5	6	0
CCN(CC)S(=O)(=O)c1ccc(O)c(C(=O)OCC(=O)N2c3ccccc3CC2C)c1 (stereo not given)	-18	-8	1.1	3	1.2	-16	4	1
COc1ccc(-c2noc(CN(C)C(=O)c3ccoc3C)n2)cc1	-1	-4	1	-10	1	-8	-6	-1
C=CCn1sc(=N)c(C#N)c1N	8	-17	1.2	2	0.92	4	-4	0
COC(=O)CCN(C1CCCCC1)S(=O)(=O)c1ccc(S(=O)(=O)NC2CCCCC2)cc1	3	-19	1.2	-2	0.97	3	2	2
O=C(CN1C(=O)NC2(CCCC2)C1=O)OCCOc1cccc(Br)c1	-5	0	1	-2	1.1	-7	-1	-1
CCN(CC)c1ccc(/C=N/OCC(=O)Nc2cccc(C)c2)cc1	-7	-1	1	10	1.1	-4	2	-1
CCOC(=O)N1CCN(C(=O)CNC(=O)Cn2cnc3ccccc3c2=O)CC1	1	-15	1.1	2	0.99	-15	-7	-3
Cc1cc(CNC(=O)C2(C(F)(F)F)C/C(=C\CCO)CCCO2)nn1C (stereo not given)	-5	-20	1.2	-7	1.1	-1	4	2
Cc1ccc(/C=N/n2c(-c3cccnc3)n[nH]c2=S)s1	20	-7	1.1	-1	0.8	19	-5	-2
CC(C)CC(C(=O)O)N1C(=O)[C@@H]2[C@H](C1=O)[C@@H]1C[C@H]2C(Br)C1Br (stereo not given in full)	17	1	0.99	10	0.83	11	-11	-1
Cc1c(Cc2ccccc2)c(=O)oc2cc(O)cc(O)c12	1	-4	1	-2	0.99	-35	8	-2
CCN(CCNC(=O)C1CCC(=O)N1Cc1ccc(C)cc1)c1ccccc1 (stereo not given)	-7	-8	1.1	-8	1.1	-3	-6	-1
O=C(CNC(=O)c1ccc(S(=O)(=O)N2CCCC2)cc1)N/N=C/c1ccccc1Cl	-8	-14	1.1	-10	1.1	-6	-1	-2
O=C(NN=Cc1ccc(F)cc1)c1ccccc1NS(=O)(=O)c1cccs1	0	-6	1.1	-11	1	13	2	-2
Cc1cc(-c2nnc(CSc3nnc(NC(=O)c4ccc(C(C)(C)C)cc4)s3)o2)ccc1[N+](=O)[O-]	0	-3	1	3	0.99	-18	0	1
CCCCn1c(N)c(N(CCOC)C(=O)C(C)Oc2ccc(Cl)cc2)c(=O)[nH]c1=O (stereo not given)	10	-55	1.5	5	0.9	-8	-5	-2
Cc1ccc(Cl)cc1N1CCN(S(=O)(=O)c2ccc3[nH]c(=O)ccc3c2)CC1	10	3	0.97	3	0.9	-26	-6	2
O=C(NCCN1CCCC(O)C1)c1cc(COc2c(F)cccc2F)on1 (stereo not given)	-1	13	0.87	25	1	-19	-7	-7
O=C(N/N=C/c1ccc(Cl)cc1Cl)c1cccc(N2CCCC2=O)c1	2	4	0.96	-1	0.98	2	4	-1
CC(O)c1cccc(NC(=O)CCCc2ccccc2)c1 (stereo not given)	8	2	0.98	-4	0.92	1	-6	4
CCOC(=O)Cn1c(C)cc(COC)c(C#N)c1=O	7	-2	1	2	0.93	0	7	4
CCCC(=O)Oc1ccc(C2NC(=O)c3ccccc3O2)cc1 (stereo not given)	12	18	0.82	7	0.88	1	-4	-6
COc1ccccc1/C=C/CN1CCN(Cc2ccc(C)o2)C(CCO)C1 (stereo not given)	5	-10	1.1	-9	0.95	10	-7	-2
CCOc1ccc(NC(=O)CSc2nnnn2-c2ccc(C(N)=O)cc2)cc1	6	8	0.92	-4	0.94	7	-4	-3
CCOC(=O)N1CCN(C(=O)c2ccc(Cl)c(S(=O)(=O)N3CCCC3)c2)CC1	-3	-9	1.1	6	1	-7	-4	2
Cc1ccc(/C=N/NC(=O)CNC(=O)c2cccs2)cc1	4	29	0.71	-7	0.96	-9	0	-5
Cc1ccc(NC(=O)COC(=O)c2cc(Cl)ccc2Cl)c(Br)c1	-6	2	0.98	-3	1.1	3	-5	-5
Cc1ccc(/C=C2\SC(=S)N(CCC(=O)NNC(=O)c3cccc(O)c3)C2=O)cc1	9	-87	1.9	-5	0.91	0	0	-4
COc1ccc2ccccc2c1/C=N/NC(=O)c1cc(C)[nH]n1	3	-75	1.8	11	0.97	1	7	0
N#C/C(=C(/O)COC(=O)CSc1ccc2ccccc2c1)c1nc2ccccc2[nH]1	22	-143	2.4*	11	0.78	-29	15	-4
C#CCNC(=O)C1=C[C@@H](C2CC2)C[C@@H](OCCCCO)O1	7	-2	1	0	0.93	11	-2	-4
Cc1nnc(SCC2=C(C(=O)O)N3C(=O)C(NC(=O)Cc4ccccc4)C3SC2)s1 (stereo not given)	19	-4	1	-12	0.81	22	-3	6
Cc1cccc(N2CCN(C(=S)Nc3ccc4nc5n(c(=O)c4c3)CCCCC5)CC2)c1C	2	15	0.85	9	0.97	-24	-6	1
Cc1occc1C(=O)Nc1ccc(Br)cc1F	5	10	0.9	-2	0.95	6	1	2
CC(Sc1ccc(Cl)cc1)C(=O)NCC(c1ccco1)N1CCCCC1 (stereo not given)	-6	-2	1	2	1.1	-5	-1	1
CC(NC(=O)C12CC3CC(CC(C3)C1)C2)C(=O)N/N=C/C1=C(N2CCOCC2)C(=C\c2cccc([N+](=O)[O-])c2)/CC1 (stereo not given)	10	1	0.99	-13	0.9	-11	2	6
Cc1cc(C)cc(NC(=O)CCN2CCCC2)c1	-4	-2	1	-3	1	-13	-13	-6
CN(C)c1ccc(/C=C/c2c([N+](=O)[O-])c(=O)n(C)c(=O)n2C)cc1	-1	9	0.91	-1	1	3	-3	-5
CC(=O)N1CCN(c2nc(C)nc3sc4c(c23)CCC(C)C4)CC1 (stereo not given)	-1	-39	1.4	-13	1	-7	1	-4
Cc1cc(C)cc(NC(=O)N2CCNC(=O)C2CC(=O)Nc2cc(Cl)ccc2Cl)c1 (stereo not given)	-11	-12	1.1	-8	1.1	23	-10	8
Cc1ccc(-n2c(C)cc(C(=S)N3CCOCC3)c2C)cc1C	14	-38	1.4	-2	0.85	19	-6	2
Cn1c(=O)c2cc(S(=O)(=O)N3CCC(c4ccccc4)CC3)ccc2n(C)c1=O	5	12	0.88	-8	0.95	-19	-7	-5
Cc1cc2[nH]c3ccccc3c2cn1	5	7	0.93	3	0.95	12	-3	-5
CCN(CC)CCCNC(=O)c1cn(C)c2ccc(S(=O)(=O)N(C)C3CCCCC3)cc2c1=O	2	-17	1.2	1	0.98	-20	-5	-6
COc1ccc(Cc2noc(CN3CCCN(C4Cc5ccccc5C4)CC3)n2)cc1OC	0	-10	1.1	-4	1	3	3	3
COCCN(C(=O)CNC(=O)c1ccco1)C(C(=O)NC1CCCCC1)c1cccs1 (stereo not given)	-1	0	1	-9	1	-1	-1	-4
COc1ccc(NC(=O)CSc2nnc(C3CC3)n2C)cc1S(=O)(=O)N1CCOCC1	-15	-6	1.1	-8	1.1	-1	2	1
Cc1nn(-c2ccccc2)c(OC(=O)c2cccs2)c1S(=O)(=O)c1ccccc1	-14	-7	1.1	14	1.1	-24	5	-6
COc1ccc(C2NC(=O)N(C)C(C)=C2[N+](=O)[O-])cc1 (stereo not given)	-4	16	0.84	5	1	-6	-7	-2
O=C(NC1CCS(=O)(=O)C1)c1ccc(-c2ccc(Br)cc2)o1 (stereo not given)	4	32	0.68	7	0.95	4	1	-9
O=C(COc1ncnc2scc(-c3ccccc3)c12)NC1CCCc2ccccc21 (stereo not given)	-4	1	0.99	6	1	-13	7	3
Cc1oc(-c2ccccc2)cc1C(=O)Nc1cccc(/C=C\C(=O)O)c1	6	-7	1.1	12	0.94	-15	2	-2

Carrying on.
Compound	mIAP inh	hIAP block	hIAP act	ATG4B inhibitor	mIAP act	PfGluPho inh	HKDC1 inhibitor	A3A deaminase
COc1cc(OC)cc(C(=O)N[C@H](C(=O)NCc2cccs2)C(C)C)c1	1	-8	1.1	2	0.99	-2	-2	0
O=C(Nc1ccc2nc(-c3cccs3)c(-c3cccs3)nc2c1)NC1CC1	18	11	0.89	72*	0.82	-5	2	1
CC(CC(=O)O)Nc1ccccc1O (stereo not given)	6	1	0.99	3	0.94	24	-8	-4
COc1ccc(C(=O)OC/C(O)=C(\C#N)c2nc3ccccc3[nH]2)cc1S(=O)(=O)N1CCOCC1	38	-13	1.1	22	0.62	-31	13	0
Cc1cc(SCC(=O)Nc2ccc3[nH]c(=O)[nH]c3c2)nc2ccccc12	-11	4	0.95	6	1.1	18	8	2
O=C1/C(=C/c2ccco2)SC(=S)N1C1CCS(=O)(=O)C1 (stereo not given)	67*	-31	1.3	-5	0.33	7	-3	47*
CCC1(c2ccccc2)NC(=O)N(Cc2ccc(C(=O)OC)cc2)C1=O (stereo not given)	-5	0	1	-3	1.1	-2	-13	10
CC(=O)N1CCOc2ccc(S(=O)(=O)NC(C)c3ccccc3)cc21 (stereo not given)	2	17	0.83	-2	0.98	0	-8	-6
CC(C)CNC(=S)N(CCN(C)C)Cc1cc2cc3c(cc2[nH]c1=O)OCO3	-5	9	0.91	-4	1.1	8	9	0
Cc1ccc(CNC(=O)C2COc3ccccc3O2)cc1 (stereo not given)	-13	-1	1	-7	1.1	-5	-6	1
COc1cc(S(=O)(=O)n2ccc(C)n2)ccc1Cl	5	10	0.91	-2	0.95	-14	-2	-4
Cc1cccc(C)c1NC(=O)CN1CCN(CCCC(c2ccc(F)cc2)c2ccc(F)cc2)CC1	-11	-25	1.3	-10	1.1	17	5	5
O=C(NCc1cccc(C(F)(F)F)c1)N1CCN(C(=O)c2ccccc2)CC1	-9	5	0.95	56*	1.1	-8	-3	3

3 compounds from above, arranged by molar mass, rising:
Compound	mIAP inh	hIAP block	hIAP act	ATG4B inhibitor	mIAP act	PfGluPho inh	HKDC1 inhibitor	A3A deaminase
Cc1ccc(CNC(=O)C2COc3ccccc3O2)cc1 (stereo not given)	-13	-1	1	-7	1.1	-5	-6	1
CC(=O)N1CCOc2ccc(S(=O)(=O)NC(C)c3ccccc3)cc21 (stereo not given)	2	17	0.83	-2	0.98	0	-8	-6
CC(C)CNC(=S)N(CCN(C)C)Cc1cc2cc3c(cc2[nH]c1=O)OCO3	-5	9	0.91	-4	1.1	8	9	0
